Assay outcomes deposited in PubChem BioAssay by The Scripps Research Institute Molecular Screening Center.
GAA850 FXN act = activators of GAA850 frataxin (FXN) promoter. AID 540364. activation, % at 6 µM. HEK293 lucGAA850 FXN promoter luciferase reporter, 24 h; percent of 10 µM SAHA response. 0.56% of 360,000 active;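 active = activation above the average of all compounds screened plus 3 SD, cutoff fixed separately per campaign, cut at about 7.5% in these data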;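 also: 0% = DMSO wells and 100% = 10 µM SAHA wells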
sPLA2-III inh = Inhibits HGIII-sPLA2 liposome hydrolysis, primary screen; Q9NZ20; QFRET BODIPY PC-A2 liposome hydrolysis, fluorescence; inhibition, % at 12.2 µM; 0.56% of 370,000 active;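 active = inhibition above mean plus 3 SD of compounds lying within the high and low control bounds, cut at about 19% in these data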;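 also: 0% = median of test compound wells and 100% = no enzyme DMSO wells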
DAX1 inh-1 = inhibits human nuclear receptor DAX1. P51843. HEK293 Gal4-DAX1 luciferase reporter, luminescence. inhibition, % at 6.75 µM. 0.99% of 340,000 active. AID 504766;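 active = inhibition above the mean over all tested compounds plus 3 SD, cut at about 4.2% in these data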;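 also: 0% = DAX1-transfected cells with DMSO and 100% = empty-vector control cells with DMSO; inhibition shows as a rise in luminescence from relieved DAX1 repression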
hgDAF12 agonist = activates the H. glycines DAF-12 receptor ligand-binding domain; HEK293 GAL4-hgDAF12 UAS-luciferase reporter, agonist luminescence; normalized to butyrate control; activation, % at 6.8 µM; 1.8% of 370,000 active; AID 687014;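 active = activation above a cutoff set at the mean of all screened compounds plus 3 SD, cut at about 10% in these data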;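 also: 0% = DMSO wells and 100% = sodium butyrate wells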
hcDAF-12 act = activators of H. contortus DAF-12 nuclear receptor; activation, % at 6.8 µM; AID 652067; HEK293 hcDAF-12 lit1-tk-luc reporter, luminescence; 0% DMSO, 100% Δ7-dafachronic acid; 1.4% of 370,000 active;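 active = activation above the mean of all tested compounds plus 3 SD, cut at about 5.5% in these data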;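 also: 100% = response to 3 µM Δ7-dafachronic acid high control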
ADAM17 inh = ADAM17 inhibition, QFRET primary screen; recombinant ADAM17, EDANS/DABCYL FRET peptide cleavage; 0.83% of 370,000 active; inhibition, % at 6.95 µM; AID 720648;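 active = inhibition above the mean of compounds lying between control limits plus 3 SD, set per campaign, cut at about 8.5% in these data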;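 also: 0% = DMSO-only wells as the low control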
PLC-beta3 inh = blocks human PLC-beta3 enzyme activity; Q01970; Purified PLC-beta3, fluorogenic substrate, fluorescence; inhibition, % at 12.2 µM; 0.18% of 370,000 active; AID 720704; in the data active = inhibition above about 11%;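 also: 0% = median of compound wells on plate and 100% = full blocker control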
Target sequence (Q01970 whole entry, looked up): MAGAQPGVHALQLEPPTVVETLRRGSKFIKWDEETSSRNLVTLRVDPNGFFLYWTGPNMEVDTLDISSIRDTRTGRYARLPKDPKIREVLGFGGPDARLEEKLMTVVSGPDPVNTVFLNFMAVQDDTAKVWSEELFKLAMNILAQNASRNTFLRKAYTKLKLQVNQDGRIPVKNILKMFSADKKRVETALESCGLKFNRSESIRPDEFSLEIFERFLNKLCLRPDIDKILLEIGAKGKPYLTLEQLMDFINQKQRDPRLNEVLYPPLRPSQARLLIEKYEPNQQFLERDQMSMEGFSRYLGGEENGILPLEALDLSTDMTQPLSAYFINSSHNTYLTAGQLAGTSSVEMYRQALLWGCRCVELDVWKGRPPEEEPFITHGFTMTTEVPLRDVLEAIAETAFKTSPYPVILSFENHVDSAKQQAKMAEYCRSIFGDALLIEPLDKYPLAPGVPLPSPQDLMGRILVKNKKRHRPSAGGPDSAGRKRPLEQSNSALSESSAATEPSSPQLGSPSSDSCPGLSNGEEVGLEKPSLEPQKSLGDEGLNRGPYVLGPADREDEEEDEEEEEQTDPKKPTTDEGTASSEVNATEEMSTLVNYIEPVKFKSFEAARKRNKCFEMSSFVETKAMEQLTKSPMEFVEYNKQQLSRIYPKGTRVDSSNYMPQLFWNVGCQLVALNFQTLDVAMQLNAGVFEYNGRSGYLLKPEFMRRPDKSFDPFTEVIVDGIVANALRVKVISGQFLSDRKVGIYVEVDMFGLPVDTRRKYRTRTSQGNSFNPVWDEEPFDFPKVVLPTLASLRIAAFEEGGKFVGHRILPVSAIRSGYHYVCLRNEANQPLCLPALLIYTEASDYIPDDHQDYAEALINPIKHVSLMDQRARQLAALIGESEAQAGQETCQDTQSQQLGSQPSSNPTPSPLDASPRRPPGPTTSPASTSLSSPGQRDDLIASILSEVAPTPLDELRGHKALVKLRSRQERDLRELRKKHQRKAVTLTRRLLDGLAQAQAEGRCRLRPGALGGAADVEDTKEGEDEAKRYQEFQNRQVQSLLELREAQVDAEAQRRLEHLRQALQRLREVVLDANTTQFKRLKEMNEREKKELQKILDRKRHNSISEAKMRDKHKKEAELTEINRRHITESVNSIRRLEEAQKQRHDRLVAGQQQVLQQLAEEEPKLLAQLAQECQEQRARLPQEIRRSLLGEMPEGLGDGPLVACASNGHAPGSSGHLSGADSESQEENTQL
ADAM10 inh = ADAM10 inhibition, QFRET primary screen; O14672; recombinant ADAM10, EDANS/DABCYL FRET peptide cleavage, 3 h; inhibition, % at 7 µM; 0.62% of 370,000 active;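 active = inhibition above a per-campaign cutoff equal to the mean of compounds falling between control-based bounds plus 3 SD, cut at about 20% in these data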;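 also: 0% = DMSO wells while the 100% control is not disclosed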
ssDAF12 agonist = S. stercoralis DAF-12 activation, primary screen; 1% of 370,000 active; AID 652126; HEK293 ssDAF-12/GRIP1 lit1-tk-luc reporter, luminescence; % of 3 µM dafachronic acid response; activation, % at 6.8 µM;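 active = activation above the mean over all tested compounds plus 3 SD, cut at about 0.9% in these data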;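 also: 0% = DMSO-only wells and 100% = 3 µM delta7-dafachronic acid wells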
PLC-gamma1 inh = PLC-gamma1 (human) inhibition, primary screen. P19174. purified PLC-gamma1, fluorogenic substrate, fluorescence. inhibition, % at 12.2 µM. 0.84% of 370,000 active. AID 720700; in the data active = inhibition above about 9.5%
DAX1 inh-2 = inhibitors of DAX1 repression of SF-1 activated StAR promoter | HEK293T StAR-luciferase reporter, SF-1/DAX-1 repression relief | inhibition, % at 6.8 µM | 1.1% of 370,000 active | AID 652010;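 active = inhibition above the mean over all tested compounds plus 3 SD, cut at about 3.6% in these data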;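 also: 0% = DAX-1 cells with DMSO and 100% = cells lacking DAX-1 with DMSO; higher inhibition means more luminescence from relief of DAX-1 repression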
* = called active by the depositor; i = inactive.

no.	structure	ADAM10 inh	PLC-gamma1 inh	DAX1 inh-2	sPLA2-III inh	DAX1 inh-1	ssDAF12 agonist	hcDAF-12 act	PLC-beta3 inh	hgDAF12 agonist	GAA850 FXN act	ADAM17 inh
1	COC(=O)c1sccc1-c1ccc(/C=N/OC(=O)c2cccs2)o1	-56.0	-22.9	0.7	3.9	0.1	-1.6	-0.3	-40.4	2.6	1.2	-15.8
2	CN(C)S(=O)(=O)c1cccc(NC(=O)COC(=O)c2ccc3ccccc3n2)c1	-12.9	-3.9	1.0	0.9	0.5	0.3	2.6	-8.8	2.1	1.1	-1.5
3	O=C(Nc1ccccc1)N(CCc1ccncc1)C1CCCCC1	-20.6	1.0	0.0	15.6	-0.6	-1.8	0.5	-3.2	0.8	-0.2	-0.2
4	CC(C)Sc1nc2c(c(=O)[nH]c(=O)n2C)n1CCc1ccccc1	-2.1	0.3	-1.0	-5.9	0.3	-1.5	-2.2	3.8	-0.2	1.2	-1.7
5	COc1ccc(OCC(=O)NNC(=O)Cn2c(=O)cnc3ccccc32)cc1	-3.2	1.8	-0.9	0.8	1.8	-0.8	1.2	-4.2	-0.8	1.8	-4.8
6	CCOc1ccc(S(=O)(=O)N2CCOCC2)cc1NC(=O)CSCc1ccc(C)cc1	-9.7	5.8	-2.3	6.5	-1.2	-1.5	-1.8	-7.8	2.6	-1.3	-4.7
7	C=C(C)COc1ccc2c(C)c(CC(=O)N3C[C@H]4C[C@@H](C3)c3cccc(=O)n3C4)c(=O)oc2c1	i	-72.1	-1.8	4.7	-1.3	-1.8	1.6	-97.9	0.1	-0.8	-229.2
8	CCOc1ccc(N(CC(=O)NC(C)C)C(=O)CCC(=O)Nc2ccccn2)cc1	5.1	3.9	0.0	4.8	0.7	-1.1	0.4	-3.0	0.0	-1.5	-0.3
9	CC#CCN1c2ccccc2[C@]23C[C@@H](C(=O)OC)N(C(C)=O)C2=NC(C(=O)OC)=C(C(=O)OC)[C@H]13	-4.8	3.0	-0.1	-9.7	-0.9	-0.3	-0.6	0.1	-0.4	-0.2	0.0
10	C=CCN(CC=C)CC(=O)Nc1ccc(S(N)(=O)=O)cc1	5.1	1.1	-0.2	5.7	0.1	-1.3	-1.1	3.1	1.0	0.6	-1.9
11	O=C(CCCl)N1CCCC2(CCCCC2)C1	6.6	-41.7	-0.3	1.8	3.8	-1.6	-0.5	-2.1	1.8	1.5	-1.9
12	Cc1ccc(N(CC(=O)NCc2cccs2)S(=O)(=O)c2cccs2)cc1	2.4	0.8	-0.1	-5.2	0.4	-1.0	-2.6	1.4	2.6	-0.7	-3.0

Looked up above:
ssDAF12 agonist, entry 1 stands at -1.6
ADAM17 inh, entry 6 stands at -4.7

Some of the entries above in a different format.
Below each compound: ADAM10 inh | PLC-gamma1 inh | DAX1 inh-2 | sPLA2-III inh | DAX1 inh-1 | ssDAF12 agonist | hcDAF-12 act | PLC-beta3 inh | hgDAF12 agonist | GAA850 FXN act | ADAM17 inh
[5] COc1ccc(OCC(=O)NNC(=O)Cn2c(=O)cnc3ccccc32)cc1
  -3.2 | 1.8 | -0.9 | 0.8 | 1.8 | -0.8 | 1.2 | -4.2 | -0.8 | 1.8 | -4.8
[6] CCOc1ccc(S(=O)(=O)N2CCOCC2)cc1NC(=O)CSCc1ccc(C)cc1
  -9.7 | 5.8 | -2.3 | 6.5 | -1.2 | -1.5 | -1.8 | -7.8 | 2.6 | -1.3 | -4.7

Single records, as listed above.
Entry for Cc1ccc(N(CC(=O)NCc2cccs2)S(=O)(=O)c2cccs2)cc1 : ADAM10 inh: 2.4; PLC-gamma1 inh: 0.8; DAX1 inh-2: -0.1; sPLA2-III inh: -5.2; DAX1 inh-1: 0.4; ssDAF12 agonist: -1.0; hcDAF-12 act: -2.6; PLC-beta3 inh: 1.4; hgDAF12 agonist: 2.6; GAA850 FXN act: -0.7; ADAM17 inh: -3.0
Entry for CN(C)S(=O)(=O)c1cccc(NC(=O)COC(=O)c2ccc3ccccc3n2)c1 : ADAM10 inh: -12.9; PLC-gamma1 inh: -3.9; DAX1 inh-2: 1.0; sPLA2-III inh: 0.9; DAX1 inh-1: 0.5; ssDAF12 agonist: 0.3; hcDAF-12 act: 2.6; PLC-beta3 inh: -8.8; hgDAF12 agonist: 2.1; GAA850 FXN act: 1.1; ADAM17 inh: -1.5

(next part)
no.	structure	ADAM10 inh	PLC-gamma1 inh	DAX1 inh-2	sPLA2-III inh	DAX1 inh-1	ssDAF12 agonist	hcDAF-12 act	PLC-beta3 inh	hgDAF12 agonist	GAA850 FXN act	ADAM17 inh
13	O=C(OCc1ccc(Cl)c(Cl)c1)c1ccccn1	5.9	-0.3	-0.5	-4.9	1.0	-1.4	-2.2	0.0	0.7	1.4	-0.8
14	COCCCNC(=O)C1CCN(C(=O)Nc2ccc(Cl)cc2)CC1	7.6	1.3	1.1	1.6	0.0	-1.1	-1.2	0.8	-0.1	-0.7	-0.9
15	COc1ccc(N(CC(=O)N2CCN(c3ccc(Cl)cc3)CC2)S(=O)(=O)c2c(C)noc2C)cc1	5.0	0.8	-1.7	-2.3	1.1	-0.6	-1.2	-2.7	0.2	2.1	1.4
16	COc1ccc(/C=N/NC(=O)c2nc(-c3ccccc3)cc(-c3ccccc3)n2)cc1OC	-6.1	-108.0	-0.6	-1.3	-2.0	-1.5	-2.2	-136.3	-3.9	-1.2	-6.8
17	CCCCCNc1nc2ccccc2nc1NS(=O)(=O)c1cccs1	-11.9	-12.8	0.2	6.5	0.1	-1.1	1.3	-18.2	-0.9	1.2	-1.5
18	CCOc1ccccc1-c1cc(-c2ccccc2)nc2c1c(=O)n(C)c(=O)n2C	-5.0	-6.8	0.5	5.9	0.1	-1.1	1.6	-3.1	-0.7	-0.2	-1.1
19	CC1CCN(S(=O)(=O)c2ccc(C(=O)NCc3ccco3)cc2)CC1	8.1	2.2	0.6	-8.5	-1.2	-1.2	0.4	1.8	-2.2	-2.2	0.7
20	COc1ccc(NC2c3ccccc3C(=O)N2Cc2ccco2)cc1OC (configuration not stated)	-6.0	-0.8	-1.1	1.9	0.7	-0.8	-1.7	1.7	-2.3	0.3	1.0
21	CCOC(=O)c1c(/N=C/C2C(=O)CC(C)(C)CC2=O)sc2c1CCCC2	-9.8	-5.5	0.3	16.5	0.9	-1.1	2.1	-6.9	0.9	1.6	-1.9
22	O=C(COc1ccc(S(=O)(=O)NC2CCCC2)cc1)N1CCCCC1	0.8	7.2	-2.8	7.8	0.5	-1.1	-1.3	1.1	-0.6	0.7	4.7
23	CCOc1ccc(-n2nnnc2SCC(=O)NNC(=O)c2ccco2)cc1	0.5	-3.0	0.0	-6.1	1.8	0.2	0.0	1.0	0.0	1.5	-0.8
24	COc1ccc(-c2ccc(SCC(=O)NC3CCCCC3)nn2)cc1OC	0.7	-0.9	-0.3	-3.3	1.9	-1.2	4.2	-8.8	4.7	7.0	0.2

Rows are unselected; overall some 6.9% were active at least once.
